Compound activity deposited in PubChem by Broad Institute.
PAX8 inh HTS – inhibitors of PAX8-driven TPO luciferase reporter, primary screen, RMG-I cells, single concentration | SteadyGlo, 24 h | inhibition, % at 12.6 µM | 1.2% of 360,000 active | AID 652154, 2013;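 active means mean replicate inhibition at least 60% with every replicate also reaching 60%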;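 further: luciferase light reporting Pax8 driven TPO promoter activity; plate controls were median of neutral control wells for no effect and mitoxantrone controls for full effect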
ARNT-TACC3 inh – disruptors of ARNT/TACC3 protein interaction, primary screen, biochemical, AlphaScreen, single concentration; AlphaScreen His-ARNT PAS-B/GST-TACC3 binding, luminescence; TACC3 fragment carries E629A point mutation; Transforming acidic coiled-coil-containing protein 3 (Homo sapiens), Q9Y6A5; 0.66% of 390,000 active; inhibition, % at 9.99 µM; AID 623870, 2012;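 active means mean inhibition of replicates at least 50% and at least half of replicates each reaching 50%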;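 further: 0% = complete ARNT plus TACC3 wells and 100% = ARNT alone without TACC3; many hits fall short of the cut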
* hit, by the source's call; & = joins results of further samples.

SMILES	PAX8 inh HTS	ARNT-TACC3 inh
Cc1cc(C)c2nc(SCC(=O)N3CC(=O)Nc4ccccc43)c(C#N)cc2c1	97*	-6
CC(=O)C1=C(O)C(=O)N(Cc2ccccc2)C1c1cccs1 (stereo unspecified)	-1	-3
C=CCC(NCc1ccco1)c1ccc(OC)c(OC)c1 (stereo unspecified)	5	-2
O=C(Nc1cc2c(oc1=O)CCCC2=O)c1ccccc1	0	-8
O=C(CCn1nnc2ccccc2c1=O)NCC1CCC(C(=O)O)CC1 (stereo unspecified)	-3	-2
O=C(NC1CCCCC1)C1CCN(C(=O)NCc2ccccc2)CC1	2	0
CC12CN3CC(C)(CN(C1)C3c1ccc(Cl)cc1Cl)C2O (stereo unspecified)	22	-5
Cc1nc([N+](=O)[O-])c(N2CCN(C)CC2)n1Cc1ccccc1	9	-5
FC(F)(F)c1cccc(Sc2cc(C(F)(F)F)nc(-c3ccccn3)n2)c1	-1	11
Cc1oc(-c2ccc(Cl)cc2)[n+]([O-])c1C	-13	-9
CC(NC(=O)c1cc(-c2ccc3c(c2)OCO3)nc2ccccc12)C(C)(C)C (stereo unspecified)	13	-7
COc1ccccc1CNC(=O)CN(C)CC(=O)Nc1cccc(F)c1	5	-6
CC1(C)Cc2c(C#N)c(OCC(=O)c3ccccc3)nc(-c3ccoc3)c2CO1	-5	1
CCOC(=O)c1cnn(-c2cccc(Cl)c2)c1N	-71	-6
CCOC(=O)N1CCN(C(=O)CN(c2ccc(C)cc2)S(=O)(=O)c2c(C)noc2C)CC1	2	0
Cc1occc1-c1nnc(SCC(=O)c2ccc(Cl)cc2)n1C	-27	-1
Cc1ccccc1SCC(=O)Nc1cccc(C#N)c1	0	-4
CC(C)Nc1nc(Oc2ccc(Cl)cc2)cc(C(F)(F)F)n1	5	-6
CC(=O)NC(O)C(=O)c1ccccc1 (stereo unspecified)	-11	-2
CCN(CC)C(=O)CSc1nc2ccccc2c(=O)n1CCC(=O)NCc1ccc(F)cc1	7	-10
CCc1ccc(C2NC(=S)NC3=C2C(=O)N(c2ccccc2OC)C(c2ccc(CC)cc2)N3)cc1 (stereo unspecified)	33	20
Cc1ccc(SCc2[nH]nc3c2C2(C(=O)Nc4ccc(F)cc42)C(C#N)=C(N)O3)cc1 (stereo unspecified)	2	-14
COc1ccc(Nc2cc(C(=O)NCCCN3CCN(C)CC3)c3ccccc3n2)cc1OC	-2	-4
CCn1c(-c2nn(C)c(C)c2Cl)n[nH]c1=S	-8	0
O=S(=O)(c1ccccc1)n1ccc(-c2cnc(-c3ccccc3)s2)n1	-154	5
SMILES	PAX8 inh HTS	ARNT-TACC3 inh
CCN(CC)CCN1C(=O)C(=O)/C(=C(/O)c2c(C)[nH]c(C(=O)OC)c2C)C1c1cccc(OC)c1 (stereo unspecified)	15	1
CCOC(=O)c1oc2ccc(OC)cc2c1NC(=O)CN1CCN(C)CC1	-2	4
Cc1nn(C)c(Oc2ccccc2)c1[N+](=O)[O-]	-2	-2
Cc1cc(N2CCCCC2)nc(NCc2ccccc2)n1	28	5
CC1(C)NC(=O)N(CC(O)COc2ccccc2-c2ccccc2)C1=O (stereo unspecified)	3	1
COC(=O)C(CCSC)NC(=O)CNC(=O)C1CCCCC1 (stereo unspecified)	-10	-13
COc1ccc(-c2nnn(CC(=O)Nc3sc4c(c3C#N)CCCC4)n2)cc1	7	-4
COc1nc(N/N=C/c2cc3c(cc2Br)OCO3)nc(N2CCOCC2)n1	-10	23
CCOC(=O)N1CCC(Nc2c(-c3ccc(C)c(C)c3)c(=O)c2=O)CC1	16	1
O=C(CSc1ncn[nH]1)Nc1ccccc1-c1ccccc1	1	-6
Cc1ccc2nc(NC(=O)CSCC(=O)OCC(=O)c3ccc(Br)cc3)sc2c1	24	-5
CCOc1ccc(C2C=C(c3ccc(C)cc3)Nc3nnnn32)cc1 (stereo unspecified)	-6	7
O=C(Nc1ccon1)c1cnc2sccn2c1=O	2	4
O=C(O)CSc1nc2ccccc2o1	3	-8
c1coc(Cn2nnnc2CN2CCN(C3CCCC3)CC2)c1	8	-6
COc1ccc(C2=NC(C(F)(F)F)(C(F)(F)F)c3c(n(C)c(=O)n(C)c3=O)N2)cc1	19	-6
CCc1nc2oc3cc(OC)ccc3c(=O)c2c(=O)n1-c1ccccc1	-40	-2
Cn1cnnc1SCC(=O)NCCc1ccccc1	-12	-4
CCCS(=O)(=O)N1CCN(CC2CC=CCC2)CC1 (stereo unspecified)	0	-6
Cc1cccc(-n2nnc(C(=O)N3CCc4ccccc4C3)c2N)c1	-49	-2
Cc1cc(C(=O)Cn2nnc3ccccc3c2=O)c(C)n1Cc1cccs1	-28	0
N#CCSc1nnc(C2CCCCC2)n1-c1ccccc1	-89	-8
Cc1cc(C(C)(C)C)ccc1OCCn1ccnc1	-1	1
CC(C)C(NC(=O)CNC(=O)OC(C)(C)C)C(=O)NCc1ccccc1 (stereo unspecified)	-9	-2
CCC(CC)C(=O)Nc1cc(C)cc(C)c1	-22	-9
SMILES	PAX8 inh HTS	ARNT-TACC3 inh
CCOC(=O)c1c(CN2CCOCC2)n(-c2ccccc2)c2cc(Br)c(OC)cc12	17	-2
CCOc1ccccc1C(=O)NCC(=O)OCC(=O)N1C(C)CCCC1C (stereo unspecified)	20	-11
CC1CCC(NS(=O)(=O)c2ccc3c(c2)n(C)c(=O)c(=O)n3C)CC1 (stereo unspecified)	9	-4
CC(Oc1ccccc1)C(=O)NC1CC(C)(C)NC(C)(C)C1 (stereo unspecified)	14	-4
CC[n+]1c(/C=C/Nc2ccccc2)sc2ccccc21	-10	7
CC1CC2(CC(C)(C(=O)CSc3n[nH]c(-c4ccccc4Cl)n3)OC2=O)C(=O)O1 (stereo unspecified)	9	1
COCCNC(=O)COc1cc(=O)n(C)c2ccccc12	14	-2
Cc1nn(C)c(Oc2ccccc2)c1CCNS(=O)(=O)c1ccc(F)cc1	16	1
COc1cccc(-c2cnc(OC(C)(C)C)nc2OC(C)(C)C)c1	14	-6
CCOC(=O)c1ccc(N2C(=O)c3n[nH]c(C)c3C2c2ccccc2)cc1 (stereo unspecified)	16	-8
COC(=O)c1sc(NC(=O)CSc2nc3cccnc3n2C2CCCCC2)nc1C	2	-4
O=C(NCCc1ccccc1)N1c2ccccc2Sc2ccccc21	11	-22
CCCC(=O)Nc1ccc(NC(=O)c2ccco2)cn1	-80	5
COc1ccc(-n2c(SCC(=O)NCCC(C)C)nc3ccsc3c2=O)cc1	16	3
CCC(SC1=Nc2ccccc2C2=NC(CC(C)C)C(=O)N12)C(=O)Nc1ccc2c(c1)OCO2 (stereo unspecified)	15	4
C=CCOC(=O)/C(=C/c1ccco1)NC(=O)/C=C/c1ccccc1	5	0
CCOC(=O)CC1=NS(=O)(=O)c2ccccc2N1	10	-4
Cc1ccc(C)c(NC(=S)NC(NC(=O)/C=C/c2ccccc2)C(Cl)(Cl)Cl)c1 (stereo unspecified)	68*	10
COc1ccc(S(=O)(=O)n2ccc(-c3ccc(OCCN(C)c4ccccn4)cc3)n2)cc1	28	-3
O=C(NCCCN1CCCCC1)c1ccc2c(=O)n(CCc3ccccc3)c(=O)[nH]c2c1	5	-2
CN(NC(=O)C(C)(C)C)c1nc(-c2ccccc2)nnc1C(F)(F)F	18	-2
O=C(c1c(F)c(F)c(F)c(F)c1F)N1CCN(c2cccc(C(F)(F)F)c2)CC1	67*	3
CCOC(=O)c1c(NC(=O)c2ccoc2C)sc(C)c1C	8	0
C#CCSc1nnc(-c2ccccc2)c(=O)[nH]1	-14	-5
COc1cccc(NC(=O)N2CCCC(C(=O)NCc3ccc(F)cc3)C2)c1 (stereo unspecified)	14	-5
SMILES	PAX8 inh HTS	ARNT-TACC3 inh
C/C=C/c1ccc(Oc2nnnn2-c2ccc(C(=O)O)cc2)c(OC)c1	15	-8
CCC(=O)N1CCc2cc(S(=O)(=O)CCC(=O)NCCC3=CCCCC3)ccc21	8	0
COc1ccc(-c2nc3c(c(=O)[nH]c(=O)n3Cc3ccccc3)n2Cc2ccccc2)cc1	25	-8
COc1ccc(Cc2nnc(Nc3ccc(C)cc3C)[nH]c2=O)cc1	-8	-5
COc1ccc(CNC(=O)c2ccc(CN3CCOCC3)cc2)cc1	-31	5
CCCCC(c1nnnn1CC1CCCO1)N1CCN(Cc2ccccc2)CC1 (stereo unspecified)	4	-2
COc1ccc(-n2nc3ccccc3n2)cc1	-58	-9
COc1ccc2nc(SCC(=O)NN)cc(C)c2c1	-8	4
Cc1ccccc1N(CC(=O)N/N=C/c1ccc(F)cc1)C(=O)c1ccccc1	-7	9
O=C(Cc1n[nH]c(=O)c2ccccc12)OCC(=O)c1ccc2c(c1)OCCO2	56	-2
CCCc1[nH]nc2c1C(CCC)C(C#N)=C(N)O2 (stereo unspecified)	10	1
CCS(=O)(=O)Nc1ccc(C(=O)OC)cc1	-7	-13
O=S(=O)(c1ccccc1Cl)N1CCCC1c1nc(-c2cccc(Cl)c2)no1 (stereo unspecified)	11	21
O=C(CCn1cccc1)Nc1ccc(F)cc1	-4	2
COc1ccc(NC(=O)c2ccc(OC(=S)N(C)c3ccc(OC)cc3)cc2)cc1	8	-2
O=C(COc1ncnc2sccc12)N1CCc2ccccc2C1	-4	4
CCOc1c(C)cc(-c2ncccc2O)cc1C	1	4&3
COc1ccc(C(=O)N2CCN(c3nc4cc(C)ccc4cc3C#N)CC2)c(OC)c1	17	11
CCCCc1nc(NCC2CCCO2)c(C#N)c2c1COC(C)(C)C2 (stereo unspecified)	-6	7
N#CCCN(C(=O)CN1C(=O)NC2(CCCC2)C1=O)c1ccccc1F	-3	1
N#Cc1c(SCC(=O)N2CCCCC2)nsc1SCC(=O)N1CCCCC1	3	-1
CC(=O)c1cnc(Nc2nc(C)c3ccc(C)cc3n2)nc1C	-5	-2
N#CC1=C(S)N(c2ccc(F)cc2)C(c2cccs2)NC1=O (stereo unspecified)	23	3
CCC(C)(C)NC(=O)C(c1ccc(OC)cc1)N(Cc1ccco1)C(=O)CCC(=O)Nc1cc(C)on1 (stereo unspecified)	15	-12
O=C(CSc1nnc(CNC(=O)c2ccccc2F)o1)c1ccccc1	-5	-5

A run of entries taken from the entries so far, as a working copy:
SMILES	PAX8 inh HTS	ARNT-TACC3 inh
C/C=C/c1ccc(Oc2nnnn2-c2ccc(C(=O)O)cc2)c(OC)c1	15	-8
CCC(=O)N1CCc2cc(S(=O)(=O)CCC(=O)NCCC3=CCCCC3)ccc21	8	0
COc1ccc(-c2nc3c(c(=O)[nH]c(=O)n3Cc3ccccc3)n2Cc2ccccc2)cc1	25	-8
COc1ccc(Cc2nnc(Nc3ccc(C)cc3C)[nH]c2=O)cc1	-8	-5

Continuation.
SMILES	PAX8 inh HTS	ARNT-TACC3 inh
O=C(O)c1ccc(CSc2nnc(-c3ccncc3)n2CC2CCCO2)cc1 (stereo unspecified)	11	-5
c1ccc(-n2ncc3c(N4CCN(CCOc5cccc6ccccc56)CC4)ncnc32)cc1	16	-2
Cn1c(=S)[nH]c2ccccc21	13	-10
Cc1cccc(N2CCN(C(=O)COc3cc(=O)n(C)c4ccccc34)CC2)c1C	3	0
CC(=O)c1cccc(S(=O)(=O)N2CCC(n3nnc4cc(F)ccc43)CC2)c1	-13	7
O=C(Cn1nnc(-c2ccccc2)n1)OCc1ccccc1	6	-1
Cc1ccc2nc(NC3=NCN(Cc4cccnc4)CN3)nc(C)c2c1	-2	-8
Cc1csc(NC(=O)NC2(C(F)(F)F)Oc3ccccc3O2)n1	10	-1
COC(=O)CSC1=C(C#N)C(=O)NC(c2ccccc2)S1 (stereo unspecified)	-4	-3
CC(C)CCNC(=O)c1ccc(C2SCC(=O)N2Cc2ccco2)cc1 (stereo unspecified)	-5	4
CCOCCCNC(=O)C1CCN(C(=O)Nc2ccc(Cl)cc2)CC1	10	-4
N#CC1=C(N)N(c2ccccc2)C2=C(C(=O)CCC2)C1c1ccccc1 (stereo unspecified)	-9	6
COc1ccc(N(CC(O)CN2C(=O)NC(C)(C)C2=O)S(=O)(=O)c2ccc(C)cc2)cc1 (stereo unspecified)	-5	2
COc1ccc(S(=O)(=O)Nc2cc(C)c(O)c(S(=O)(=O)c3ccccc3)c2)cc1	-20	4
CN1CCN(C2=C(Cl)C(=O)N(c3cccc(Cl)c3)C2=O)CC1	-1	1
COc1ccc(/C(O)=C2/C(=O)C(=O)N(Cc3cccnc3)C2c2ccccn2)cc1 (stereo unspecified)	-33	5
CC(=O)c1c(C)[nH]c(C(=O)NCc2ccc(C)cc2)c1C	-14	2
COC(=O)CCN1CCC(C(N)=O)CC1	16	-6
c1ccc(CN2CCN(c3nc(N4CCOCC4)c4ccccc4n3)CC2)cc1	11	-12
Cc1cc(C)n2ncc(C(=O)NCc3ccccc3)c2n1	2	-2
Cc1ccc(-n2c(SCC(N)=O)nnc2-c2cccnc2)c(C)c1	18	1

Exported with each value named: part of the list above
SMILES: C=CCOC(=O)/C(=C/c1ccco1)NC(=O)/C=C/c1ccccc1
  PAX8 inh HTS: 5
  ARNT-TACC3 inh: 0
SMILES: Cc1cc(C(=O)Cn2nnc3ccccc3c2=O)c(C)n1Cc1cccs1
  PAX8 inh HTS: -28
  ARNT-TACC3 inh: 0
SMILES: c1ccc(-n2ncc3c(N4CCN(CCOc5cccc6ccccc56)CC4)ncnc32)cc1
  PAX8 inh HTS: 16
  ARNT-TACC3 inh: -2
SMILES: Cc1ccccc1SCC(=O)Nc1cccc(C#N)c1
  PAX8 inh HTS: 0
  ARNT-TACC3 inh: -4

Not all compounds are listed; count on the stated rates, not on these rows.
